Screening data as filed in PubChem BioAssay.
proCasp7 act – counter-screen: procaspase-7 (human) activation; recombinant procaspase-7, Ac-DEVD-pNA absorbance 405 nm; D23A/D198A/D206A triple mutant, cannot self-cleave; scale: DMSO 0, 5 µM enzyme 100; activation, % at 8.5 µM; 0.093% of 330,000 active; P55210; AID 463210;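 active means percent activation above the screen-wide mean plus 3 SD, cut at about 25% in these data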
Target sequence (P55210 whole entry D23A/D198A/D206A): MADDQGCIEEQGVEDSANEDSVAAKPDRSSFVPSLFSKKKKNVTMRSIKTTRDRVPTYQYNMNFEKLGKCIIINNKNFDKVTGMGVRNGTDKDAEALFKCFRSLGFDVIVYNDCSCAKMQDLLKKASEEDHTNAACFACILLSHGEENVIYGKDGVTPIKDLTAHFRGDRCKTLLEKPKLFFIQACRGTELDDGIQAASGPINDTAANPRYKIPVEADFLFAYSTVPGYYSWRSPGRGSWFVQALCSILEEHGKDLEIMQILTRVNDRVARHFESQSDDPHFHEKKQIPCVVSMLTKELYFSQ
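Assay system: Uncleavable procaspase-7 mutant enzyme / Input: 2 µM procaspase-7 mutant as dispensed / Dosing: single nominal 8.5 µM compound dose, 0.8% DMSO final / Timing: 1 h enzyme–compound preincubation and 2 h substrate reaction, both 25 °C / Detection: p-Nitroaniline absorbance at 405 nm, read at 0 and 120 min / Replication: singlicate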
procasp3 activ – activators of human procaspase-3; P42574; recombinant procaspase-3 D3A, Ac-DEVD-pNA absorbance 405 nm; activation, % at 8.5 µM; 0.11% of 330,000 active; AID 463141;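 active means activation above the mean of all tested compounds plus 3 SD, cut at about 21% in these data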;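 further: 0% = DMSO alone and 100% = DMSO wells spiked with extra 5 µM PC-3 D3A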
Target sequence (P42574 whole entry D9A/D28A/D175A): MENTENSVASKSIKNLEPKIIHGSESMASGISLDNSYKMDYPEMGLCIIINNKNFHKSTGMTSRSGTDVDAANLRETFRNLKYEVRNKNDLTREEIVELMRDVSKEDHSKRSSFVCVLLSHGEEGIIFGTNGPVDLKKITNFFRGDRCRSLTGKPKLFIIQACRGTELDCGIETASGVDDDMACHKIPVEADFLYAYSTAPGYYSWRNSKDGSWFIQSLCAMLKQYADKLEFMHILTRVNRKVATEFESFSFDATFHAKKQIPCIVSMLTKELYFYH
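assay system = Procaspase-3 D3A mutant | signal = absorbance at 405 nm, 0 and 120 min | times = 1 h preincubation plus 2 h reaction at 25 °C | repeats = single replicate | read-out = % activation between DMSO and enzyme-spiked controls | medium = Zinc-free HEPES saline buffer with Triton X-100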
* marks the source's active call; other numbers are inactive results. These rows are one share of the data; count on the stated rates, not on these rows.

Results for CC(C)=CCC/C(C)=C/CNC(=O)C[C@H]1C[C@H](C(=O)N2CCCCC2)[C@@]2(CCc3ccccc3)c3[nH]c4cc(CCC(=O)N(C)C)ccc4c3CCN2C1=O ?
proCasp7 act: -3; procasp3 activ: -2

Results for C=CCNc1ccccc1S(=O)(=O)NCc1ccccc1 ?
proCasp7 act: 11; procasp3 activ: 0

Results for Cc1ccc(S(=O)(=O)N2C[C@@H]3[C@H]4CC[C@H](C4)[C@@H]3[C@@H](C)[C@@H]2c2ccn([Si](C(C)C)(C(C)C)C(C)C)c2)cc1 ?
proCasp7 act: 6; procasp3 activ: 3

How did CCCCCCC(NC(=O)Cc1ccc2ccccc2c1)C(=O)O (stereo unspecified) do in these assays?
proCasp7 act: 5; procasp3 activ: 0

What do the screens show for `CC[C@]12c3[nH]c4cc(-c5ccco5)ccc4c3CCN1C(=O)[C@@H](CC(=O)NCCC1=CCCCC1)C[C@@H]2C(=O)N1CCN(C(=O)C2CC2)CC1`?
proCasp7 act: -1; procasp3 activ: -3

What do the screens show for `COc1ccc(-c2noc(CCC(=O)N3CCN(c4ccccc4Cl)CC3)n2)cc1`?
proCasp7 act: 6; procasp3 activ: 5

Results for COc1ccc2[nH]c3c(c2c1)CCN1C(=O)C(CC(=O)NCc2cccc(C(F)(F)F)c2)C[C@H](C(=O)N2CCOCC2)[C@@]31C (stereo partly specified) ?
proCasp7 act: -1; procasp3 activ: -6

Results for COc1ccc(-c2coc(CCC(=O)N3CCN(c4cc(C)ccc4C)CC3)n2)cc1 ?
proCasp7 act: 8; procasp3 activ: -2

What do the screens show for `COC(=O)c1ccc(CSC2=NC[C@@H]3[C@@H]4C(=O)N(C)C(=O)[C@@H]4[C@](Cc4ccccc4)(C(=O)OC)N23)cc1`?
proCasp7 act: -4; procasp3 activ: 0

Results for O=C(C[C@H]1C[C@H](C(=O)N2CCCCC2)[C@@]2(CCc3ccccc3)c3[nH]c4cc(-c5ccco5)ccc4c3CCN2C1=O)NCCN1CCOCC1 ?
proCasp7 act: -1; procasp3 activ: 8

What do the screens show for `Cc1cc(C)c2c(c1)OC(=O)CC2c1ccccc1C` (stereo unspecified)?
proCasp7 act: 1; procasp3 activ: -4

How did COc1ccc(-c2sc3cc4c(cc3c2-c2ccc(OCCN3CCCCC3)cc2)OCO4)cc1 do in these assays?
proCasp7 act: 8; procasp3 activ: 5

How did O=C(Cn1cnc2c(NCc3ccccc3)ncnc21)NCCc1cc2ccccc2[nH]1 do in these assays?
proCasp7 act: -2; procasp3 activ: -1

How did COC(=O)[C@H](C)N1C/C=C\COc2c(Cl)cc(Cl)cc2S1(=O)=O do in these assays?
proCasp7 act: -3; procasp3 activ: -1

How did CC(C)(C)c1ccc2oc(=O)cc(-c3cccc(-c4ccc(C(F)(F)F)cc4)c3)c2c1 do in these assays?
proCasp7 act: -1; procasp3 activ: -3

Results for COCCCNC(=O)CC1C[C@H](C(=O)N2CCOCC2)[C@@]2(CCC3CCCC3)c3[nH]c4ccc(OC)cc4c3CCN2C1=O (stereo partly specified) ?
proCasp7 act: -2; procasp3 activ: -6

Results for CC[C@]12c3[nH]c4ccc(OC)cc4c3CCN1C(=O)C(CC(=O)NCCCN(C)C)C[C@@H]2C(=O)N1CCN(C(=O)c2ccco2)CC1 (stereo partly specified) ?
proCasp7 act: 0; procasp3 activ: 0

Results for Cc1cn([C@H]2C[C@H](O)[C@@H](CCC(=O)NCCCn3ccnc3)O2)c(=O)[nH]c1=O ?
proCasp7 act: 14; procasp3 activ: 2

What do the screens show for `COCC(=O)N[C@@H]1c2ccccc2CC[C@@H]1OCc1ccccc1`?
proCasp7 act: 10; procasp3 activ: -4

How did COC(=O)c1ccc(CSC2=NC[C@@H]3[C@@H]4C(=O)N(C)C(=O)[C@@H]4[C@](C)(C(=O)OC)N23)cc1 do in these assays?
proCasp7 act: 5; procasp3 activ: -8

What do the screens show for `CC[C@]12c3[nH]c4ccc(OC)cc4c3CCN1C(=O)C(CC(=O)NCc1ccco1)C[C@@H]2C(=O)N1CCN(C(=O)c2ccco2)CC1` (stereo partly specified)?
proCasp7 act: 2; procasp3 activ: 7

Results for Cc1cccc(C2=NN(c3ccccc3)[C@H](CO)[C@H]2c2ccccc2)c1 ?
proCasp7 act: 35*; procasp3 activ: 20

How did C/C=C/C(=O)N[C@@H]1c2ccccc2CC[C@@H]1OCc1ccccc1 do in these assays?
proCasp7 act: 3; procasp3 activ: 4

How did CN=C1N(C)C[C@@H]2[C@@H]3C(=O)N(C)C(=O)[C@@H]3[C@](C)(C(=O)OC)N12 do in these assays?
proCasp7 act: 10; procasp3 activ: -5

What do the screens show for `CCOC(=O)C1=CN(Cc2cccc(F)c2)S(=O)(=O)N(C)C1c1cccc(OC)c1` (stereo unspecified)?
proCasp7 act: 9; procasp3 activ: 1

Results for C#CCNCCS(=O)(=O)N(Cc1ccc(Br)cc1)[C@@H](CC(C)C)C(=O)O ?
proCasp7 act: -1; procasp3 activ: -2

How did COc1ccc(C(CCN2CCOCC2)c2c(OC)cc(OC)c3ccc(=O)oc23)cc1 (stereo unspecified) do in these assays?
proCasp7 act: -11; procasp3 activ: -1

Results for CC[C@@H]1C(c2cccc(Cl)c2)=NN(c2ccc(Br)cc2)[C@H]1C(=O)N1CCOC1=O ?
proCasp7 act: 19; procasp3 activ: 14

How did CC(=O)Nc1ccc(-c2c(C)cc3oc(=O)cc(-c4ccccc4)c3c2C)cc1 do in these assays?
proCasp7 act: -8; procasp3 activ: -2

Results for CN(C)C(=O)CCc1ccc2c3c([nH]c2c1)[C@]1(C)[C@@H](C(=O)N2CCCCC2)C[C@H](CC(=O)NCc2ccco2)C(=O)N1CC3 ?
proCasp7 act: 11; procasp3 activ: -4

How did O=C1CS(=O)(=O)N(Cc2ccc(F)cc2)c2ccccc21 do in these assays?
proCasp7 act: -2; procasp3 activ: 5

Results for CCOC(=O)C1=CN(Cc2ccco2)S(=O)(=O)NC1c1ccc(C(F)(F)F)cc1 (stereo unspecified) ?
proCasp7 act: -6; procasp3 activ: -3

Results for CCN1C[C@@H]2[C@@H]3C(=O)N(Cc4ccccc4)C(=O)[C@@H]3[C@](CC)(C(=O)OC)N2C1=NC1CCCCC1 ?
proCasp7 act: 5; procasp3 activ: -6

What do the screens show for `CC[C@]12c3[nH]c4cc(CCC(=O)N(C)C)ccc4c3CCN1C(=O)[C@@H](CC(=O)NCc1ccc(OC)c(OC)c1)C[C@@H]2C(=O)N1CCN(C(=O)C2CC2)CC1`?
proCasp7 act: 18; procasp3 activ: 1

What do the screens show for `COc1ccc(-c2noc(CCC(=O)N3CCN(c4ccccc4F)CC3)n2)cc1`?
proCasp7 act: 4; procasp3 activ: 10

What do the screens show for `Nc1ncnc2c1ncn2[C@@H]1O[C@H](CNC(=O)[C@@H](N)Cc2ccccc2)[C@@H](O)[C@H]1O`?
proCasp7 act: 11; procasp3 activ: -2

Reprinted from the part before: 3 compounds, then new ones.
What do the screens show for `CC[C@]12c3[nH]c4cc(CCC(=O)N(C)C)ccc4c3CCN1C(=O)[C@@H](CC(=O)NCc1ccc(OC)c(OC)c1)C[C@@H]2C(=O)N1CCN(C(=O)C2CC2)CC1`?
proCasp7 act: 18; procasp3 activ: 1

What do the screens show for `COc1ccc(-c2noc(CCC(=O)N3CCN(c4ccccc4F)CC3)n2)cc1`?
proCasp7 act: 4; procasp3 activ: 10

What do the screens show for `Nc1ncnc2c1ncn2[C@@H]1O[C@H](CNC(=O)[C@@H](N)Cc2ccccc2)[C@@H](O)[C@H]1O`?
proCasp7 act: 11; procasp3 activ: -2

Results for c1cncc(-c2cn(C[C@H]3CC[C@H](Cn4cc(-c5cccnc5)nn4)O3)nn2)c1 ?
proCasp7 act: 8; procasp3 activ: -3

What do the screens show for `C=C(NS(=O)(=O)c1ccc(C)cc1)C(=O)OC`?
proCasp7 act: 12; procasp3 activ: -8

Results for O=C(Cn1cnc2c(NCc3ccccc3)ncnc21)NCc1ccccc1 ?
proCasp7 act: 0; procasp3 activ: 2

How did CCCCCCCCNc1ccccc1S(=O)(=O)NCc1ccccc1 do in these assays?
proCasp7 act: 4; procasp3 activ: 1

Results for Cc1ccc(S(=O)(=O)N2CCN(S(=O)(=O)c3ccccc3Br)C2=O)cc1 ?
proCasp7 act: 1; procasp3 activ: -1

Results for O=C1[C@H]2CCC=C[C@H]2[C@H](c2ccccc2Br)N1Cc1ccccc1 ?
proCasp7 act: 8; procasp3 activ: 2

How did COc1cc2c(cc1OC)[C@@H](NC(=O)CCc1ccccc1)[C@H](O)C2 do in these assays?
proCasp7 act: -3; procasp3 activ: -1

Results for Cc1ccc(NC(=O)c2ncn(CC(=O)N[C@H](CO)Cc3c[nH]c4ccccc34)n2)cc1C ?
proCasp7 act: -3; procasp3 activ: -4

What do the screens show for `C[C@]12c3[nH]c4cc(-c5ccco5)ccc4c3CCN1C(=O)[C@@H](CC(=O)NCCC1=CCCCC1)C[C@@H]2C(=O)N1CCCCC1`?
proCasp7 act: 1; procasp3 activ: -3

How did CC[C@]1(C(=O)OC)[C@H]2C(=O)N(Cc3ccccc3)C(=O)[C@H]2[C@H]2CN=C(SC)N21 do in these assays?
proCasp7 act: -3; procasp3 activ: -5

How did CC[C@]12c3[nH]c4cc(-c5ccco5)ccc4c3CCN1C(=O)[C@@H](CC(=O)NC/C=C(\C)CCC=C(C)C)C[C@@H]2C(=O)N1CCN(C(=O)C2CC2)CC1 do in these assays?
proCasp7 act: -10; procasp3 activ: -8

How did N#Cc1ccccc1S(=O)(=O)N1CCNS(=O)(=O)c2ccccc21 do in these assays?
proCasp7 act: -3; procasp3 activ: 5

Results for CCN(CC)C(=O)[C@H]1C[C@H](CC(=O)NCC23CC4CC(CC(C4)C2)C3)C(=O)N2CCc3c([nH]c4ccc(Cl)cc34)[C@]12C ?
proCasp7 act: -2; procasp3 activ: 2

How did CC[C@]12c3[nH]c4ccc(Cl)cc4c3CCN1C(=O)[C@@H](CC(=O)NCc1ccco1)C[C@@H]2C(=O)N1CCN(C(=O)C2CC2)CC1 do in these assays?
proCasp7 act: 1; procasp3 activ: 0

How did CCCN=C1N(C)C[C@@H]2[C@@H]3C(=O)N(Cc4ccccc4)C(=O)[C@@H]3[C@](C)(C(=O)OC)N12 do in these assays?
proCasp7 act: 9; procasp3 activ: 2

What do the screens show for `CCOC(=O)C1=CN(Cc2cccc(F)c2)S(=O)(=O)N(C)C1c1ccc(F)c(Cl)c1` (stereo unspecified)?
proCasp7 act: 14; procasp3 activ: -2

Results for COc1cccc(-c2sc3cc(OC)c(OC)cc3c2-c2ccc(OCCN3CCCCC3)cc2)c1 ?
proCasp7 act: 1; procasp3 activ: -4

Results for CCCCCCCCNCCS(=O)(=O)NN1CCOCC1 ?
proCasp7 act: -1; procasp3 activ: -3

Results for O=S1(=O)N=C(c2ccccc2)C=C(c2ccccc2)N1 ?
proCasp7 act: 7; procasp3 activ: -9

Results for CCCCCCN(C(=O)CCCN1C(=O)NC(c2ccc([N+](=O)[O-])cc2)C(C(=O)OCc2ccccc2)=C1C)C(C)C(=O)NCCCC (stereo unspecified) ?
proCasp7 act: 9; procasp3 activ: 8

How did C[C@]12c3[nH]c4cc(-c5ccco5)ccc4c3CCN1C(=O)[C@@H](CC(=O)NCc1ccco1)C[C@@H]2C(=O)N1CCOCC1 do in these assays?
proCasp7 act: 0; procasp3 activ: -3

Results for C=CCN1c2ccccc2C(=O)C(C)S1(=O)=O (stereo unspecified) ?
proCasp7 act: -7; procasp3 activ: 4

Results for CC[C@]12c3[nH]c4cc(CCC(=O)N(C)C)ccc4c3CCN1C(=O)[C@@H](CC(=O)NCc1cccc(C(F)(F)F)c1)C[C@@H]2C(=O)N1CCN(C(=O)c2ccco2)CC1 ?
proCasp7 act: 12; procasp3 activ: 2

Results for CCCCCCN(C(=O)CCCN1C(=O)NC(c2ccc(-c3ccccc3)cc2)C(C(=O)OCc2ccccc2)=C1C)C(C)C(=O)NCCCC (stereo unspecified) ?
proCasp7 act: 4; procasp3 activ: 0

What do the screens show for `N#CC(Cc1cc2ccccc2n1S(=O)(=O)c1ccccc1)OCc1ccccc1` (stereo unspecified)?
proCasp7 act: 0; procasp3 activ: 6

Results for O=C1OCCN1C(=O)[C@H]1[C@H](c2ccc([N+](=O)[O-])cc2)C(c2cccc(Cl)c2)=NN1c1ccc(Br)cc1 ?
proCasp7 act: 1; procasp3 activ: 0

Results for COc1ccc(CNC(=O)C[C@H]2C[C@H](C(=O)N3CCCCC3)[C@@]3(CCc4ccccc4)c4[nH]c5ccc(Cl)cc5c4CCN3C2=O)cc1OC ?
proCasp7 act: 8; procasp3 activ: 5

Results for O=C(C[C@H]1C[C@H](C(=O)N2CCOCC2)[C@@]2(CCC3CCCC3)c3[nH]c4ccc(Cl)cc4c3CCN2C1=O)NCCc1ccccn1 ?
proCasp7 act: 1; procasp3 activ: -4

Pulled by structure from the entries so far, two records:
Results for O=C1OCCN1C(=O)[C@H]1[C@H](c2ccc([N+](=O)[O-])cc2)C(c2cccc(Cl)c2)=NN1c1ccc(Br)cc1 ?
proCasp7 act: 1; procasp3 activ: 0

Results for COc1ccc(CNC(=O)C[C@H]2C[C@H](C(=O)N3CCCCC3)[C@@]3(CCc4ccccc4)c4[nH]c5ccc(Cl)cc5c4CCN3C2=O)cc1OC ?
proCasp7 act: 8; procasp3 activ: 5
